From PubChem
XIAP displacement = small molecules displacing peptide from XIAP – biochemical, IAP family, fluorescence polarization (AID 1018); XIAP BIR domain, fluorescence polarization peptide displacement; higher % means a stronger effect; displacement, % at 20 µM; hits with a dose series show IC50 in µM; hit rate 0.007% among 200,000; in the data active means displacement above about 50%; further: a part of the inactive calls stands beside numbers as strong as those of hits
ER stress rescue = rescue of cells from ER stress-induced death, primary screen, 384-well, CSM14.1, thapsigargin, ATP luminescence (AID 1222) | cellular ATP content (survival), % at 20 µM, or EC50 in µM where a hit was titrated | 190,000 tested, under 10 active | CSM14.1 thapsigargin-induced death rescue, ATP luminescence; higher % means a stronger effect;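 active means EC50 below 50 µM in the dose-response confirmation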;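 further: death triggered by thapsigargin at about 15 µM added after 2 h compound pretreatment; cell ATP read after overnight thapsigargin exposure of roughly 18 to 22 hours; normalized against plate controls of thapsigargin alone and 5% DMSO vehicle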
Salmonella PhoP GFP = inhibitors of PhoP regulon expression, primary screen, Salmonella Typhimurium, GFP reporter (AID 1863). one-dose inhibition, % at 50 µM; IC50 in µM for titrated hits. S. Typhimurium PhoP-regulated promoter GFP reporter, 4 h; higher % means a stronger effect. hit rate 0.16% among 300,000;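 active means inhibition over 29.93%, a cutoff 3 SD above the screen mean, later confirmed by dose response; inconclusive means inhibition over 29.93% but no dose response follow-up; inactive means inhibition at most 29.93% or unconfirmed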;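 further: 0% = low Mg2+ inducing control and 100% = high Mg2+ repressing control; strong numbers were not always called active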
PMI inhibition = MPI inhibition at elevated mannose 6-phosphate – biochemical, fluorescence intensity, high mannose 6-phosphate, primary screen (AID 1220); one-dose inhibition, % at 20 µM; IC50 in µM for titrated hits; recombinant PMI enzyme, coupled fluorescence intensity; higher % means a stronger effect; hit rate 0.66% among 190,000; in the data active means inhibition above about 50%
West Nile virus CPE = inhibition of WNV-induced cytopathic effect – cell-based, CPE readout (AID 1621); West Nile virus-infected cells, CPE inhibition; higher % means a stronger effect; CPE inhibition, % at 10 µM; hits with a dose series show IC50 in µM; hit rate 0.02% among 290,000; in the data active means a potency from the dose series; inconclusive means CPE inhibition mostly from about 3.7% at the one dose, without a potency; inactive means the rest, 99 in 100 with CPE inhibition below about 2.2%; further: strong numbers were not always called active
P. falciparum M17LAP = P. falciparum M17LAP inhibitors, primary screen, biochemical, fluorogenic H-Leu-NHMec substrate, 1536-well (AID 1619) | inhibition, % at 30 µM, or IC50 in µM where a hit was titrated | recombinant M17LAP, H-Leu-NHMec fluorogenic kinetic assay; higher % means a stronger effect | hit rate 0.38% among 220,000;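 active means compound inhibiting the enzyme by more than half at any dose during confirmatory dose-response retesting; inconclusive means strong single-dose inhibitors picked by rank but not retested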;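 further: plate controls were full reaction with DMSO carrier for no effect and no enzyme background for full effect; strong numbers were not always called active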
P. falciparum M1AAP = malaria alanyl aminopeptidase activity blockers – biochemical, fluorogenic H-Leu-NHMec substrate, 1536-well (AID 1445); recombinant M1AAP, H-Leu-NHMec fluorogenic kinetic assay; higher % means a stronger effect; inhibition, % at 30 µM; hits with a dose series show IC50 in µM; hit rate 0.42% among 220,000;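 active means primary inhibition above the hit cutoff, then over 50% inhibition at one or more dose response concentrations, cut at about 23% in these data, passing the limit was not always enough; inconclusive means conflicting primary data, or primary hits not chosen for dose response; inactive means low primary inhibition, or under 50% at every dose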;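 further: plate controls were DMSO full reaction for no effect and no enzyme background for full effect; strong numbers were not always called active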
SIAH1 antagonists = blockers of Siah-1 interaction with plectin peptide – biochemical, fluorescence polarization, rhodamine-plectin, uHTS, primary screen (AID 1817) | Siah-1 / rhodamine-plectin peptide fluorescence polarization; higher % means a stronger effect | one-dose displacement, % at 20 µM; IC50 in µM for titrated hits | hit rate 0.02% among 290,000;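 active means displacement of at least 50% at 20 µM, with a fluorescence ratio check between 0.3 and a set limit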;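 further: plate controls were Siah plus tracer with DMSO for no effect and tracer alone without Siah for full effect; strong numbers were not always called active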
Yfh1-depleted yeast = enhancers of respiration in Yfh1-depleted yeast, dose response, Friedreich's ataxia, plus single-dose screen (AID 1465). one-dose fold induction at 50 µM; EC50 in µM for titrated hits. S. cerevisiae Yfh1-off respiration, WST-1 reduction, 72 h; higher fold induction means a stronger effect. hit rate 0.074% among 220,000;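 active means fold induction of absorbance versus untreated yeast above a set limit, then at least 30% activation at any dose in follow-up; inconclusive means repeats straddling the limit, or above it without dose testing; inactive means fold induction below the set limit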;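 further: activators that raise dye reduction in frataxin-depleted yeast; strong numbers were not always called active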
Starred values were filed as active, the others as inactive; i = inactive; ? = inconclusive; · = no result given.

structure,XIAP displacement,ER stress rescue,Salmonella PhoP GFP,PMI inhibition,West Nile virus CPE,P. falciparum M17LAP,P. falciparum M1AAP,SIAH1 antagonists,Yfh1-depleted yeast
N#Cc1c(NC(=O)c2nc3ncccn3n2)sc2c1CCCCC2,-8.7%,-0.2%,-9%,-7%,1.0%,-1%,-2%,-1%,i
Cc1ccccc1-n1nnnc1SCc1ncc(-c2ccccc2)o1,-1.2%,-0.3%,-2%,-1%,·,-8%,-4%,0%,·
O=C(CSc1nc2ccccc2[nH]1)Nc1nc(-c2cccc(Br)c2)cs1,-2.4%,-3.8%,25%,0%,-0.5%,6%,3%,-1%,i
COC(=O)c1cc2sc(Cl)cc2n1CC(=O)N1CCCc2ccccc21,-6.8%,15%,10%,-2%,-0.1%,1%,0%,-6%,i
CC(C)(C)NC(=O)C(c1ccncc1)N(C(=O)c1csnn1)c1cccc2ccccc12 (stereo unspecified),-3.7%,-0.3%,5%,18%,-0.1%,7%,-2%,-3%,i
COc1ccc(-c2nc(C)sc2CC(=O)O)cc1OC,-7.2%,0.5%,-5%,1%,-0.1%,1%,0%,4%,i
COc1ccc(CNS(=O)(=O)NCc2ccccc2)cc1,-12%,-1.8%,5%,3%,·,13%,1%,1%,·
Cc1ccc(S(=O)(=O)CCC(=O)OCC(=O)c2c(C)[nH]c3ccccc23)cc1,-5.8%,-0.3%,-8%,-2%,-0.3%,0%,9%,-6%,i
Cc1cc(NS(=O)(=O)c2ccc(NC(=O)COc3ccccc3Cl)cc2)no1,-21%,-0.5%,-13%,7%,-0.1%,1%,4%,-2%,i
CN(c1ccc(C(=O)N2CCN(Cc3ccc4c(c3)OCO4)CC2)cc1)S(C)(=O)=O,-7.8%,-0.5%,-6%,2%,-0.8%,5%,2%,0%,i
CCn1cc(Br)c(C(=O)Nc2nccs2)n1,-4.2%,-1.6%,-5%,2%,0.4%,1%,-11%,4%,i
CCCCC1=CC2=C(c3ccco3)C(=O)C(C)(OC(=O)c3ccc(OC)cc3)C(=O)C2=CN1CCc1ccccn1 (stereo unspecified),·,·,-1%,·,0.0%,-6%,1%,-1%,i
Cc1cc(Cl)cc(Br)c1OCCCCn1cncn1,-2.2%,·,6%,-1%,-1.0%,-2%,-4%,4%,i
CSc1nncn1/N=C/c1cc(Cl)ccc1F,-1.1%,-0.7%,15%,7%,-0.2%,-2%,-3%,0%,i
COc1ccc(/C=N/NC(=O)Cn2nc([N+](=O)[O-])cc2C)c(OC)c1OC,·,·,-5%,·,0.3%,3%,2%,-2%,i
Cc1c(NC(=O)c2ccc3ncccc3c2)c(=O)n(-c2ccccc2)n1C,-8.4%,-0.4%,-4%,8%,1.2%,-9%,7%,3%,i
CC(C)C(=O)N1CCN(c2nc(-c3ccccc3)c3c(c2C#N)CCCC3)CC1,-0.7%,-0.3%,10%,4%,-0.2%,-22%,4%,0%,i
O=C1CC(c2ccccc2)CC(O)=C1C=NC1CCCCCC1 (stereo unspecified),-4.4%,-2.1%,-12%,5%,-0.7%,-11%,4%,2%,i
CCc1nc(C)cn1S(=O)(=O)c1ccc(Cl)c(Cl)c1Cl,1.1%,-1.9%,-10%,6%,-0.1%,-8%,10%,3%,i
COc1cc(C(=O)Nc2ccc(C)cc2)c(-n2cnnn2)cc1OC,-3.3%,1.9%,-12%,-2%,-0.3%,-2%,2%,3%,i
CCOC(=S)N/C(=N\S(=O)(=O)c1ccc(C)cc1)c1ccccc1,-7.9%,1.2%,11%,2%,-0.2%,3%,1%,10%,i
Cc1nc(CSc2nnc(Nc3cccc(C)c3C)s2)cs1,-5.4%,-0.4%,-7%,8%,-1.3%,23%,12%,1%,i
CCn1c(SC(C)C(=O)NC2CCCc3ccccc32)nnc1-c1cccs1 (stereo unspecified),-3.6%,0.0%,5%,-2%,-0.4%,4%,-7%,2%,i
CCCOc1ccc(C(=O)O/N=C(\CC)c2ccc(C)cc2)cc1,-8.3%,-2.1%,5%,3%,-0.3%,-6%,0%,-2%,i
O=C(C[n+]1ccc(/C=C/c2ccccc2)cc1)c1ccc2c(c1)OCCO2,·,·,23%,·,0.4%,-3%,4%,12%,i
CC(=O)N1CC(=O)N=C1SCC(=O)Nc1nc(-c2ccccc2)c(-c2ccccc2)s1,-7.4%,-3.6%,-10%,10%,-0.1%,0%,6%,-5%,i
O=C(CSc1n[nH]c(=O)[nH]c1=O)c1ccccc1[N+](=O)[O-],·,·,-7%,·,0.1%,-4%,3%,0%,i
Clc1ccc(Oc2nc3ccccc3n3cccc23)cc1,-4.2%,-3.4%,1%,5%,0.6%,11%,9%,-6%,i
COc1ccccc1NC1=C(C)C(=O)CC1,-0.8%,-1.2%,7%,10%,0.7%,2%,1%,10%,i
O=C(CCCSc1nc(-c2ccco2)cc(C(F)(F)F)n1)NCC1CCCO1 (stereo unspecified),-2.4%,-1.3%,5%,10%,0.6%,14%,2%,8%,i
NC(=O)c1ccccc1N/C=C/C(=O)c1ccccc1,-4.0%,-4.8%,-2%,-4%,0.1%,2%,-1%,-4%,i
COc1ccc(CSc2nnc(C)n2N)cc1[N+](=O)[O-],0.8%,-1.3%,3%,6%,-0.3%,-2%,5%,4%,i
CC(C(=O)Nc1ccccc1)N1C(=O)c2ccccc2C1=O (stereo unspecified),-9.1%,-2.6%,4%,·,0.4%,-4%,5%,-1%,i
COc1ccc2nc(Nc3ccccc3)sc2c1,-8.7%,·,-2%,-1%,-0.7%,4%,1%,2%,i
CCC/C=N/NC(=O)c1ccccc1O,-1.7%,0.2%,-5%,5%,0.1%,-4%,15%,1%,i
C[C@@H]1NC(=O)c2cc([N+](=O)[O-])cc(I)c2NCCCC[C@@H](C(N)=O)NC(=O)[C@H](CC(N)=O)NC1=O,-12%,-2.7%,1%,-6%,-0.2%,2%,19%,3%,i
CCN(CC)CCOC(=O)c1cccc2c1-c1ccccc1C2O (stereo unspecified),·,·,-4%,·,-0.6%,0%,1%,-5%,i
Cc1ccccc1NC(=O)c1snc2c(=O)[nH]cnc12,-2.2%,0.2%,-5%,2%,1.0%,-3%,-2%,-1%,i
COCCNC(=O)CCCn1c(=O)c2cc(OC)c(OC)cc2n(CC(=O)c2ccc(Cl)cc2)c1=O,-2.7%,0.6%,2%,-6%,-0.1%,0%,0%,8%,i
COc1cc(S(=O)(=O)Nc2ccccc2C)ccc1Cl,-2.0%,-4.9%,1%,5%,0.0%,4%,2%,0%,i
Cc1ccc(C)c(S(=O)(=O)Nc2cc(SCC(=O)O)c(O)c3ccccc23)c1,-4.4%,0.3%,-25%,24%,0.2%,26%,?,0%,i
CCOC(=O)c1c(NC(=S)NC)sc2c1CC(C)(C)SC2,-4.8%,-2.5%,-17%,1%,-0.3%,-43%,13%,1%,i
COCCn1nnnc1C(c1ccc(OC)cc1OC)N1CCN(c2ccccc2F)CC1 (stereo unspecified),-3.7%,-0.9%,-1%,2%,-0.3%,2%,3%,5%,i
NC(=O)c1oc2ccccc2c1NC(=O)CN1CCCCC1,-1.2%,-1.5%,54%,-2%,0.1%,2%,-3%,0%,i
Cc1[nH]n(C(C)(C)C)c(=O)c1Sc1ccccc1,-21%,-0.8%,5%,26%,-1.0%,13%,-5%,-3%,i
Cc1ccccc1NC(=O)C1CCCN1S(=O)(=O)c1cccc2cccnc12 (stereo unspecified),-4.7%,2.3%,-2%,-8%,-0.9%,2%,11%,-1%,i
CC(C(=O)N1CCOCCOCCOCC1)N1C(=O)c2ccccc2C1=O (stereo unspecified),-5.4%,1.2%,-7%,1%,0.5%,2%,4%,-1%,i
O=C(Nc1nn[nH]n1)C12CC3CC(CC(C3)C1)C2,-6.0%,4.4%,-13%,10%,-0.2%,-1%,-6%,1%,i
O=C(Nc1sc2c(c1C(=O)NC1CCCCC1)CCC2)c1ccco1,-3.6%,12%,3%,-2%,?,13%,7%,6%,i
N#CCC(=O)Nc1ccc(C(=O)Nc2cccnc2)cc1,·,·,-4%,·,0.1%,-7%,5%,8%,i
CCN(CCNC(=O)CN(C)S(=O)(=O)c1cccc2nsnc12)c1ccccc1,-3.4%,-1.0%,1%,2%,0.2%,-1%,6%,-1%,i
CCOC(=O)Cc1csc(NC(=O)c2cc(OC)cc(OC)c2)n1,-5.1%,-1.0%,0%,7%,0.6%,6%,-2%,3%,i
c1ccc(Nc2nc(-c3ccncc3)cs2)nc1,-7.9%,1.1%,-5%,8%,-0.1%,0%,12%,0%,i
CCNC(=O)/C(=C/c1ccco1)NC(=O)/C=C/c1ccccc1,-5.3%,-3.2%,10%,-32%,0.9%,15%,3%,-4%,i
Cc1ccc(C)c(NS(=O)(=O)c2cc(Br)cnc2N)c1,-13%,-1.1%,-5%,-2%,0.0%,-1%,19%,1%,i
COc1ccc(NC(=O)NCCCN2CCCC2=O)c(OC)c1,-4.8%,-0.5%,-6%,-2%,-0.3%,6%,1%,-3%,i
NC(=O)NOCc1c(Cl)cccc1Cl,-7.0%,-0.8%,-4%,-6%,-0.4%,-4%,4%,0%,i
CC(=O)c1c(C)[nH]c(C(=O)OCc2ccccc2)c1C,-11%,-2.2%,-6%,8%,-1.2%,-11%,4%,-9%,i
CCC(=O)c1ccc(OCC(=O)NCC2(N3CCCCC3)CCCCC2)cc1,-3.3%,-3.8%,-8%,4%,-0.8%,15%,-7%,7%,i
COc1ccc(C(=O)NCC(=O)N2CCc3ccccc3C2)cc1,-10%,-1.0%,0%,8%,-0.5%,5%,3%,-5%,i

Further structures follow:
structure,XIAP displacement,ER stress rescue,Salmonella PhoP GFP,PMI inhibition,West Nile virus CPE,P. falciparum M17LAP,P. falciparum M1AAP,SIAH1 antagonists,Yfh1-depleted yeast
CCSc1ccccc1C(=O)Nc1cccc(OC)c1,-0.8%,-0.7%,0%,0%,-0.7%,7%,-5%,-6%,i
CC(NC(=O)c1ccccc1)C(=O)N/N=C/c1cccc([N+](=O)[O-])c1 (stereo unspecified),-2.2%,-1.0%,5%,9%,-0.4%,-3%,0%,10%,i
CCCCc1ccc(/C=C2/C(=O)ON=C2c2ccccc2)s1,-49%,-1.1%,1%,3%,-0.2%,26%,5%,5%,i
CCN(CC)CCOC(=O)c1cccc(Br)c1,-1.0%,0.6%,-9%,-1%,0.6%,-4%,3%,-1%,i
CC(C)(C)NC(=O)NC(=O)COC(=O)C1=COCCO1,-2.3%,-3.3%,-3%,-3%,-0.2%,-3%,1%,-2%,i
